Assay outcomes deposited in PubChem by several laboratories.
SSB-PriA inh: blocks PriA binding to SSB C-terminal tail; AID 1272365; inhibition, % at 33 µM; AlphaScreen SSBct-PriA binding, biotinylated peptide; actives 0.6% (n = 430,000); in the data active = inhibition mostly above about 37%, no sharp cut-off; inactive = mostly below about 20%;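 also: plate controls were negative control peptide for no effect and reference peptide for full effect; strong numbers were not always called active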
TcdB inh: blocks C. difficile toxin B glycohydrolase activity | TcdB glycohydrolase enzymatic assay, plate reader | inhibition, % at 9.99 µM | actives 0.24% (n = 350,000); in the data active = inhibition above about 10%
Anthrax LF inh2: anthrax lethal factor protease inhibition; P15917; multiplex microsphere protease cleavage assay, LF; inhibition, % at 10 µM; actives 0.12% (n = 360,000); AID 588501; in the data active = inhibition above about 30%; also: plate controls were buffer without enzyme for full effect and enzyme alone for no effect
PfHsp40 yeast: rescue of PfHsp40-mediated yeast toxicity; S. cerevisiae expressing PfHsp40, growth rescue, ATP luminescence; growth rescue, % at 12.5 µM; actives 0.68% (n = 340,000); AID 504582; in the data active = growth rescue above about 28%, passing the limit was not always enough;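 also: yeast W303a lacking pdr1 and pdr3 grown in galactose medium; growth measured after three days at 30 °C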
Rv3671c inh: inhibits the M. tuberculosis serine protease Rv3671c. inhibition, % at 5.96 µM. AID 2606. P9WHR9. actives 0.048% (n = 320,000); in the data active = inhibition above about 38%;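 also: extracellular domain of Rv3671c used as enzyme; 0% = enzyme with DMSO and 100% = no enzyme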
Target sequence (P9WHR9 whole entry, looked up, the tested form may be a part): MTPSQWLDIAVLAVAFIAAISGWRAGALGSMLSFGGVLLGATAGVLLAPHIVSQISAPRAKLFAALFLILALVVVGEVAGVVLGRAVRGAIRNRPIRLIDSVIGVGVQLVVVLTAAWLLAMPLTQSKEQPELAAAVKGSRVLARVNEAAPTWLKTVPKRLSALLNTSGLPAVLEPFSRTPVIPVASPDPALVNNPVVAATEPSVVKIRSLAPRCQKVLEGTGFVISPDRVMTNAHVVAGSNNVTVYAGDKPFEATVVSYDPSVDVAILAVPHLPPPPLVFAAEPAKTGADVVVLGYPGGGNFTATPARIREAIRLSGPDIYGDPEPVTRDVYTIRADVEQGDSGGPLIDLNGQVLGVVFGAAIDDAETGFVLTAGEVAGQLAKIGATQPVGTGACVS
VHR inh abs: inhibitors of human VHR1 phosphatase (DUSP3). recombinant VHR phosphatase, pNPP absorbance. actives 0.52% (n = 290,000). P51452. inhibition, % at 13.3 µM; in the data active = inhibition above about 50%; also: some compounds called inactive have numbers as strong as hits
Target sequence (P51452 whole entry, looked up): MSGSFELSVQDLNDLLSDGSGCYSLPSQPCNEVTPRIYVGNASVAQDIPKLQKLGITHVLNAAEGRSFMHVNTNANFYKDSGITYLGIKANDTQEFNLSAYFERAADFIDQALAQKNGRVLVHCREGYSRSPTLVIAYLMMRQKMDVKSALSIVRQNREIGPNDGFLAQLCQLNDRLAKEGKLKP
Y pestis TopoI: blocks Yersinia pestis topoisomerase I activity | Y. pestis Topo-I cleavage product accumulation, plate reader | activity, % at 10 µM | actives 0.064% (n = 360,000) | AID 504884; in the data active = activity above about 50%, passing the limit was not always enough; also: inactives centre near 2
MazEF act: activators of E. coli MazEF toxin-antitoxin RNase; AID 504720; actives 0.32% (n = 350,000); FAM/BHQ RNA-DNA oligo cleavage fluorescence, 5 h; activation, % at 20 µM; P0AE70; in the data active = activation above about 50%
Target sequence (P0AE70 whole entry, looked up): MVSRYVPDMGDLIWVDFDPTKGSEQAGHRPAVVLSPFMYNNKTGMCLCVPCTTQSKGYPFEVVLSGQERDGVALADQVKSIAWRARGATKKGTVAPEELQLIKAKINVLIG
Vc quorum ag: quorum light induction in luxS cqsA deficient V. cholerae; V. cholerae BH1578 lux reporter, luminescence, 6 h; AID 588436; activation, % at 18.7 µM; actives 0.16% (n = 350,000); in the data active = activation mostly above about 9.7%, no sharp cut-off; also: not every result past the cut was called active; inactives centre near 0; reference of the scale not given here
SARS 3CLpro inh: SARS-CoV 3CLpro protease inhibition | recombinant SARS-CoV 3CLpro, quenched FRET peptide cleavage | inhibition, % at 6 µM | actives 0.14% (n = 290,000) | AID 1706; in the data active = inhibition above about 12%
* hit, by the source's call; i = inactive; . = not tested or not shown.

nr	structure	MazEF act	VHR inh abs	SARS 3CLpro inh	Vc quorum ag	TcdB inh	PfHsp40 yeast	Rv3671c inh	Anthrax LF inh2	SSB-PriA inh	Y pestis TopoI
1	O=C(CCN1CCN(CC(=O)Nc2ccccc2F)CC1)Nc1ccccc1F	-0.6	14.1	2.2	-0.3	.	-0.6	1.4	0.5	-12.3	1.3
2	CC(C)[C@H](NC(=O)[C@@H]1CSC2c3ccccc3C(=O)N21)C(=O)NCc1ccncc1 (stereo partly drawn)	-1.0	2.8	0.3	-0.5	0.8	-1.5	0.2	-2.0	-9.3	-6.3
3	Cc1cc(C(=O)COC(=O)c2cnccn2)c(C)n1-c1ccc(Br)cc1	-4.4	.	.	-2.9	2.5	0.4	5.6	-1.7	-9.1	7.6
4	Cc1nn(CC(=O)NCc2ccccn2)c(C)c1[N+](=O)[O-]	5.1	-0.6	2.8	i	2.4	2.4	-4.2	10.4	-0.3	-4.9
5	O=C(C1CCCN(S(=O)(=O)c2ccc(Br)cc2)C1)N1CCN(Cc2ccccc2)CC1 (stereo not drawn)	3.7	19.2	9.0	0.7	0.2	-0.1	3.2	-59.6	4.9	42.4
6	CCOc1ccc(NC2=C(Cl)C(=O)N(C3CCCCC3)C2=O)cc1	3.8	-4.5	7.0	-0.4	-1.1	-1.2	16.3	-3.7	-4.2	0.1
7	Cc1cc(OC2CCCCC2)nc(-c2ccccc2O)n1	-3.5	-7.3	-4.2	-4.2	.	-0.2	-15.5	-3.8	-29.4	5.0
8	COc1cc(C(O)c2nc(-c3ccccc3)cs2)ccc1F (stereo not drawn)	.	.	.	-0.3	0.7	.	.	-2.6	.	-1.8
9	COc1ccc(F)cc1S(=O)(=O)NCc1cc(=O)n(C)c(=O)n1C	-4.4	19.0	-4.4	-0.4	-2.1	-0.2	0.3	0.9	-19.4	-6.0
10	COc1cc2cc(C(=O)Nc3ccc4c(c3)OCCO4)[nH]c2cc1OC	11.2	61.0	-8.3	-0.4	1.4	2.0	7.3	-2.8	30.1	-13.6
11	CCCCn1c(N)c(N(CCC(C)C)C(=O)c2cccc(S(=O)(=O)N3CCN(C)CC3)c2)c(=O)[nH]c1=O	0.4	.	.	i	1.4	-1.1	6.3	-4.1	-6.9	-10.8
12	Cc1cccc(/C=C2\CCC(=C3SCCCS3)C2=O)c1	-0.7	6.4	4.2	-0.3	.	-2.0	1.7	-5.2	10.5	23.8
13	Cc1cc(NC(=O)CN2C(=O)NC3(CCCCCC3)C2=O)ccc1Br	-9.1	.	.	-0.3	0.6	0.2	0.3	-2.6	3.9	-8.8
14	CC(C)[C@H](NC(=O)c1ccc(Cl)cc1Cl)C(=O)NNC(=O)c1ccco1	-4.8	.	.	-0.4	2.0	-1.1	6.4	3.3	-4.2	-4.5
15	CC(=O)OCC1(C)CN(c2ccccc2)N(C(=O)c2ccc(C(C)(C)C)cc2)C1=O (stereo not drawn)	-10.7	17.9	4.9	-0.2	2.4	-0.6	.	-0.7	-27.8	14.3
16	COc1ccc(N(CC(=O)Nc2ccc(OC)cc2OC)S(=O)(=O)c2ccccc2)cc1	-1.4	20.4	7.4	-5.2	-1.3	0.5	-3.7	-3.4	-4.2	17.8
17	COc1ccc(-n2c(-c3ccccc3)nc3ccccc3c2=O)cc1	3.0	21.3	2.5	2.3	1.1	-0.7	-1.2	-4.6	-5.6	8.5
18	O=C(Nc1ccc(-c2cn3c(n2)SCC3)cc1)c1ccc2ccccc2n1	17.0	37.1	3.7	i	0.6	0.1	-20.7	-5.9	8.4	21.0
19	Cc1ccc(C(=O)NNC(=O)CSc2nnc(-c3ccncc3)n2C)cc1	9.0	35.6	5.3	3.0	.	-1.8	6.8	0.1	4.4	4.0
20	FC(F)(F)C1=NNC(c2ccc3ccccc3c2)=NN1	3.0	.	.	-6.0	2.1	.	.	-8.8	.	-0.5
21	CC/C(C)=N/Oc1nc(C)cc(C)n1	-4.2	21.1	6.3	-0.6	1.3	-0.1	1.7	5.5	.	9.1
22	Cc1cc(C)c2nc(-c3ccccn3)cc(C(=O)Nc3cc(C)on3)c2c1	12.2	-8.3	0.5	i	.	0.5	-7.2	0.4	-6.7	1.6
23	O=C1NC(=O)c2c(NC(=O)C3CCCO3)cccc21 (stereo not drawn)	-0.1	14.3	-1.1	0.9	0.7	0.4	-4.6	-3.6	-4.2	3.6
24	CCCCNC(=S)NNC(=O)CCn1nc(C)c(Br)c1C	0.5	16.5	5.0	-1.0	.	-0.7	3.2	-1.5	-4.5	4.8
25	Oc1cccc(NC(=S)N=Nc2c(O)[nH]c3ccccc23)c1	12.4	-3.2	-3.7	-0.7	1.9	0.1	16.6	0.6	17.6	-11.0
26	O=C(Nc1ccc(Cl)cn1)C1CCCN1S(=O)(=O)c1ccc(Cl)cc1 (stereo not drawn)	-0.4	6.4	-2.2	-0.9	.	0.2	-4.7	0.1	-7.4	11.6
27	CC(=O)Nc1ccc(S(=O)(=O)NCCc2ccccc2)cc1	1.2	26.3	-0.8	-3.3	.	-0.3	-5.2	-6.9	3.3	-6.7
28	CC(C)=CCC/C(C)=C/CNC(=O)C[C@H]1C[C@H](C(=O)N2CCCCC2)[C@@]2(C)c3[nH]c4cc(CCC(=O)N(C)C)ccc4c3CCN2C1=O	15.4	.	.	i	.	0.6	.	-7.3	15.1	20.7
29	O=[N+]([O-])c1ccc2c(c1)C(=Nc1ccccc1)c1ccccc1-2	6.5	.	.	i	-0.7	1.5	.	2.1	7.3	3.1
30	CCC(C)CCCCCCCCCCC(=O)O (stereo not drawn)	-8.6	.	.	-0.4	-1.3	0.7	-2.2	0.8	6.5	24.9
31	Clc1ccccc1Nc1nc(NCC2CC2)nc2ccsc12	.	.	.	-0.4	0.6	.	.	-8.2	.	2.1
32	COc1ccccc1OCC(=O)Nc1ccccn1	5.1	27.9	3.7	i	.	0.9	5.1	1.0	-12.1	-9.4
33	Cc1ccc(OCC(O)CNCc2ccccc2)cc1C (stereo not drawn)	12.5	9.5	6.5	-0.2	-0.5	-0.6	-5.3	-3.9	-1.5	-4.6
34	CCOC(=O)c1ccc(NC(=O)c2nc[nH]c2C(=O)N[C@@H](C)CO)cc1	4.5	.	.	-0.5	0.7	.	.	-2.7	.	4.0
35	CN(C)c1nc(NCc2ccccc2)nc(SCC(=O)Nc2ccccc2)n1	-0.4	32.1	-3.6	-0.4	1.0	3.5	1.6	-1.2	-2.1	28.4
36	CC(C)CC1C(=O)N(Cc2cn(CC3CCCCC3)nn2)CCS(=O)(=O)N1Cc1ccc(-c2ccc(Cl)c(Cl)c2)cc1 (stereo not drawn)	-1.3	.	.	-0.4	1.5	.	.	-2.2	.	-1.6
37	O=C(COC(=O)c1ccc(Br)o1)Nc1ccc2[nH]c(=O)[nH]c2c1	-31.1	.	.	i	1.5	-1.8	1.5	-3.2	-16.9	10.8
38	CCN(CC)S(=O)(=O)c1ccc(O)c(NC(=O)c2ccc(N3CCOCC3)c([N+](=O)[O-])c2)c1	-1.0	13.7	4.3	i	-1.6	2.6	-14.2	0.4	-13.6	-1.1
39	CCOC(=O)/C(C#N)=C/c1cc2cc(C)c(C)cc2nc1Cl	0.0	15.2	0.7	-0.2	2.1	0.2	-3.0	-8.0	-1.8	5.8
40	N/C(=N\OC(=O)Cc1ccccc1[N+](=O)[O-])c1ccccn1	6.9	-12.3	0.7	-0.3	0.8	-1.3	3.2	-10.6	.	1.6
41	CC(C)CNC(=S)NC1CCCC1	-6.8	-10.2	-1.4	i	.	-0.1	8.8	-2.2	-11.3	-3.6
42	CC(C)C12NC(=O)NC(=O)N1CCS2 (stereo not drawn)	5.4	.	.	i	10.1*	-2.0	.	-7.0	-13.5	3.4
43	CCOC(=O)c1c(NC(=O)C2C3C=CC(CC3)C2C(=O)O)sc(C)c1C (stereo not drawn)	3.7	-8.5	7.1	-0.4	.	1.3	-0.8	-1.3	-5.2	3.6
44	CC(C)C[C@H](NC(=O)C1(c2ccccc2)CCN(C(=O)OC(C)(C)C)CC1)C(=O)N1CCC[C@H]1C(=O)O	-1.2	-3.6	0.5	i	0.1	-0.8	-1.0	0.3	-8.0	19.2
45	O=C(CSc1nc(-c2ccccc2)c(-c2ccccc2)[nH]1)Nc1nccs1	-5.7	5.0	6.8	-0.2	-3.4	1.4	-1.0	-2.8	35.2	1.1
46	Cn1c(CC(=O)Nc2ccccc2)c(Sc2ccccc2)c2ccccc21	3.4	-4.8	4.0	-0.3	.	0.4	-4.4	-1.3	-6.5	-9.8
47	Cc1ccc(S(=O)(=O)CCC(=O)c2ccc(F)cc2)cc1	-5.1	10.5	1.8	-0.7	-0.6	0.1	6.7	-0.9	-0.6	10.8
48	Cc1cc(N2CCN(C(=O)OC(C)(C)C)CC2)n2ncnc2n1	-11.5	12.1	-3.5	i	.	0.1	1.5	-1.9	-6.4	-8.0
49	CCOc1ccc(C(=O)C2CCN(CC(=O)Nc3nccs3)CC2)cc1	4.9	40.4	-3.5	-1.2	0.8	-0.4	-3.9	-1.2	4.3	11.6
50	CC1CCN(S(=O)(=O)c2ccc3c(c2)N(CC(=O)NCCCN2CCCCC2)C(=O)CS3)CC1	13.1	34.1	2.1	i	1.5	-0.5	7.8	-3.4	-6.9	1.9

Carrying on.
nr	structure	MazEF act	VHR inh abs	SARS 3CLpro inh	Vc quorum ag	TcdB inh	PfHsp40 yeast	Rv3671c inh	Anthrax LF inh2	SSB-PriA inh	Y pestis TopoI
51	O=S(O)OC1CS(=O)(=O)CC1c1ccccc1 (stereo not drawn)	4.8	-2.2	-6.0	-0.6	1.7	-0.5	-18.3	-15.5	-17.8	5.7
52	CC(NC(=O)NC1CCCCC1)c1ccc2c(c1)OCO2 (stereo not drawn)	9.6	5.1	-2.3	-0.3	-0.2	0.8	-7.7	-0.3	-5.2	1.2
53	COc1ccc(CNC(=O)c2cncc(Br)c2)cc1	5.6	0.1	3.6	-6.7	0.6	-1.5	5.6	-2.2	-7.6	0.7
54	NC(Cc1ccc(Cl)cc1)c1csc(Nc2nccc(C(F)(F)F)n2)n1 (stereo not drawn)	.	.	.	-0.9	0.8	.	.	-5.6	.	-12.6
55	Cc1ccc(S(=O)(=O)NC(=O)Nc2ccc(F)c(F)c2)cc1	6.8	3.5	0.6	4.4	1.2	-0.2	-4.0	1.5	3.1	-3.3
56	CC(=O)N1CN(CCCn2ccnc2)Cc2c1sc1c2CCCC1	7.0	-2.0	-3.5	i	.	-0.7	-12.8	0.9	-2.5	2.9

Only part of the results is shown; count on the stated rates, not on these rows.
